# p53null 39C tox: p53 null cell cytotoxicity, nonpermissive temperature; Potency, µM (titrated, usually from 46.1 µM), without a hit: at the highest dose activity, negative = cell killing, hits mostly cytotoxic; 55,000 compounds, 0.97% hits; AID 904; H1299 p53-null (neo) cells, 39C, ATPlite viability, 24 h;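 note: 0% = DMSO only and -100% = full killing by 100 µM tamoxifen; nearly all actives have a fitted effect of over 50% in size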
#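 Concentration-response (up to 46 uM) was run for 24 h at the nonpermissive 39C on H1299-p53A138V or H1299-neo cells. ATP content was measured with ATPlite luminescence. AC50 values were Hill-modeled after normalizing between DMSO and 100 uM tamoxifen killing.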
# p53null 32C kill: selectivity test: cytotoxicity in p53 null cells, permissive temperature; Potency, µM (top dose mostly 46.1 µM), for inactives: at the highest dose activity change, negative = cytotoxicity, usual class: cytotoxic; 55,000 compounds, 0.62% hits; AID 903; H1299-neo p53 null cells, ATP luminescence, 24 h, 32C;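 note: 0% = DMSO only and -100% = full killing by 100 µM tamoxifen; nearly all actives have a fitted effect of over 55% in size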
#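 H1299-neo, 600 cells/well; overnight 37C; cpd up to 46 uM, 24 h at 32C; ATPlite luminescence after 20 min RT; normalized to DMSO (0%) and tamoxifen 100 uM (100% kill); Hill-fit AC50.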
# The depositor's hits bear a star; ? = inconclusive; [ ] = another dose, or the depositor's remark. Calls come from the whole dose curve; as a rule, active = well fitted cell-killing curve with a large enough effect; inconclusive = small, poorly fitted or top-dose-only effect; inactive = no such curve, though single readings can be large or run the other way. Potency is the fitted concentration of half-maximal effect. Only part of the results is shown; the hit share may differ from the screen's.
SMILES,p53null 39C tox,p53null 32C kill
CCOC(=O)c1c(NC(=O)CN2C(=O)NC3(CCC(CC)CC3)C2=O)sc(C)c1-c1ccc(C)cc1 (stereo not given),19%,0%
Clc1cccc(CSC2=NCCCN2)c1,-1%,-1%
O=C(CO/N=C/c1ccccc1)N1c2ccccc2Oc2ccccc21,-6%,12%
Cc1nnc(NC(=O)CC(NC(=O)C(F)(F)F)c2ccccc2)s1 (stereo not given),-9%[1.84 µM],-9%
O=C(O)C1CC=CCC1C(=O)N1CCc2ccccc21 (stereo not given),2%,-1%
Cc1ccccc1OCC(=O)NN1CCN(C)CC1,13%,3%
OC1C2CN3CCN(C2)CC1(Cc1ccccc1)C3 (stereo not given),1%,0%
COc1ccc(Nc2nc(S(=O)(=O)c3ccc(C)cc3)c(Cl)s2)cc1,-16%[1.84 µM],1%
CCOc1ccccc1N(CC(=O)NC1CCCCC1)C(=O)CNC(=O)c1ccco1,11%,-4%
CC(NS(=O)(=O)c1ccc(CCC(=O)NCC2CCCO2)cc1)c1ccccc1 (stereo not given),-21%,6%
COc1ccc(NC(=O)C2CCN(c3nc(C)cc(C)n3)CC2)cc1,25%,4%
Cc1cn(C2OC(COC(=O)c3ccccc3)C(OC(=O)c3ccccc3)C2OC(=O)c2ccccc2)c(=O)[nH]c1=O (stereo not given),-9%,-1%
CCOc1cc(C(=O)O)cc(Cl)c1OC,15%,5%
CN1CCN(C(CNS(=O)(=O)c2ccc(Cl)cc2)c2cccnc2)CC1 (stereo not given),21%,-4%
COc1ccc(-n2c(SCC(N)=O)nnc2-c2ccccc2F)cc1,11%,8%

# Structures from the list above that contain a COOH group, in the order listed:
SMILES,p53null 39C tox,p53null 32C kill
O=C(O)C1CC=CCC1C(=O)N1CCc2ccccc21 (stereo not given),2%,-1%
CCOc1cc(C(=O)O)cc(Cl)c1OC,15%,5%

# Next results.
SMILES,p53null 39C tox,p53null 32C kill
Cc1ccc(C(C(=O)NC2CCCCC2)N(Cc2ccco2)C(=O)Cn2cnc3ccccc32)cc1 (stereo not given),9%,-4%
CCCn1cnc2c(=O)oc3ccccc3c21,9%,-4%
CCS(=O)(=O)c1nc2ccccc2n1CC(=O)N1CCCCC1,-8%,11%
CCCCCCCC(=O)N/N=C(\C)c1cccnc1,-18%,-8%
COC(=O)C12CC3CC(C1)CC(n1cnc(Cl)n1)(C3)C2,-17%,-12%
COc1ccc(NC(=O)N2CCCC(C(=O)NC(C)C)C2)cc1 (stereo not given),-4%,3%
CCCCCCCC(=O)N/N=C/c1ccc([N+](=O)[O-])o1,?,3%
O=C(O)/C=C\C(=O)Nc1ccccc1C(=O)NCc1ccccc1,9%,-7%
CN1CCN(C(c2ccccc2)c2nnnn2Cc2ccccc2)CC1 (stereo not given),-3%,-4%
CCSc1nc2ccccc2n1CCOc1ccccc1,-16%,-8%
c1ccc(-c2nnc(-c3ccco3)n2-c2ccccc2)cc1,2%,1%
COC(=O)c1sc(N)c(C(=O)OC)c1CSc1nc2sc3c(c2c(=O)n1C)CCC3,17%,10%
CS(=O)(=O)c1nncn1-c1ccccc1,0%,0%
Cc1ccc(S(=O)(=O)N2CCN(CC(=O)N/N=C/c3ccc(Br)s3)CC2)cc1,31%[1.84 µM],-6%
CC/C(O)=C1\C(=O)CC(c2ccccc2)CC1=NCCC(=O)O (stereo not given),15%,2%
CC(C)CSc1nnc2[nH]c(=O)cc(N)n12,6%,-3%
Cc1ccc(-n2c(C)cc(C(=O)NS(=O)(=O)c3ccc(C)cc3)c2C)cc1,-4%,-3%
Cc1nn(Cc2cccc(C(=O)NC34CC5CC(CC(C5)C3)C4)c2)c(C)c1Br,-5%,16%
O=C1C2CC=CCC2C(=O)N1CNc1ccccc1 (stereo not given),?,6%
COc1ccc(OC)c(N(CC(=O)N2CCCCC2)S(=O)(=O)c2ccc(OC)c(OC)c2)c1,5%,2%
Cc1cc(C)n(C(=O)CCCCCCCC(=O)n2nc(C)cc2C)n1,-8%,-2%
Nc1c(C(=O)c2ccccc2)sc(Nc2ccccc2)c1S(=O)(=O)c1ccccc1,10%,9%
COc1cccc(-c2cc(C(F)(F)F)nc(NCc3ccco3)n2)c1,-5%,-2%
Cc1ccc(-n2nnnc2-c2ccco2)cc1,-5%,5%
COCCNC(=O)C(=O)N/N=C/c1ccccc1C(F)(F)F,16%,0%
O=C(CCN1C(=O)c2ccccc2C1=O)N1CCN(Cc2ccccc2)CC1,3%,0%
Cc1oc(C(C)(C)C)cc1C(=O)N1CCCC1C(=O)O (stereo not given),-10%,-3%
CCOC(=O)N/N=C(\C)c1ccc(OC(F)F)cc1OC(F)F,-4%,-20%
CNC(=S)N/N=C/c1c(C)nn(-c2cccc(Cl)c2)c1Cl,19%,8%
O=C(COc1ccc(Cl)cc1)NCc1nnc(SCC(=O)Nc2ccc3c(c2)OCCO3)o1,3%,0%
CCC1(C)Cc2c(C#N)c(N)n(N)c(=S)c2CO1 (stereo not given),2%,3%
O=C(CN1CCC(n2nnc3cc(C(F)(F)F)ccc32)CC1)NCc1cccs1,-1%,-7%
CCNC(=O)Cn1cc(C#N)c2ccccc21,1%,-3%
COc1ccc(NC(=O)NCc2ccccn2)cc1OC,-4%,3%
CCOC(=O)C1C2C=CC3(CN(c4ccc(Cl)c(F)c4)C(=O)C13)O2 (stereo not given),7%,-1%
CCc1cc2c(=O)[nH]c(N3CCOCC3)nc2s1,-12%,-4%
CCCC(C)C(=O)Nc1ccncc1 (stereo not given),29%,8%
O=C(C1CCCCC1)N1CCC(c2nc3c(nnn3Cc3c(F)cccc3Cl)c(=O)[nH]2)CC1,-13%,-4%
O=S(NCc1ccco1)C12CC3CC(CC(C3)C1)C2 (stereo not given),29%,8%
CCOC(=O)C[n+]1c(C)ccc2c1CCC2,19%,-1%
O=C(Nc1ccccc1)C1CCCCC1,-8%,-4%
CC(O)CNCc1cccc2ccccc12 (stereo not given),19%,-3%
COC(=O)CCC(=O)Nc1cccc(Cl)c1,-7%,-2%
c1ccc(Cn2nnnc2C(c2cccs2)N2CCCCCC2)cc1 (stereo not given),15%,-9%
Cc1ccccc1-n1c(Cn2c(=O)sc3ccccc32)nnc1SCC(=O)Nc1nccs1,8%,-7%

# Some of the entries so far, tab-delimited.
Structure	p53null 39C tox	p53null 32C kill
Cc1ccccc1-n1c(Cn2c(=O)sc3ccccc32)nnc1SCC(=O)Nc1nccs1	8%	-7%
c1ccc(Cn2nnnc2C(c2cccs2)N2CCCCCC2)cc1 (stereo not given)	15%	-9%
CCCC(C)C(=O)Nc1ccncc1 (stereo not given)	29%	8%
COc1ccc(NC(=O)NCc2ccccn2)cc1OC	-4%	3%
CCOC(=O)C1C2C=CC3(CN(c4ccc(Cl)c(F)c4)C(=O)C13)O2 (stereo not given)	7%	-1%
CCOC(=O)C[n+]1c(C)ccc2c1CCC2	19%	-1%

# The listing picks up; the 3 compounds before the break are reprinted first.
SMILES,p53null 39C tox,p53null 32C kill
COC(=O)CCC(=O)Nc1cccc(Cl)c1,-7%,-2%
c1ccc(Cn2nnnc2C(c2cccs2)N2CCCCCC2)cc1 (stereo not given),15%,-9%
Cc1ccccc1-n1c(Cn2c(=O)sc3ccccc32)nnc1SCC(=O)Nc1nccs1,8%,-7%
CCOC(=O)N1CCN(C(=O)COc2cccc3c2CCN(Cc2ccc(F)cc2)C3=O)CC1,0%,-7%
Cc1ccc(NC(=O)c2cc3c(s2)CCCC3)cc1S(=O)(=O)Nc1ccccc1Cl,9%,35%[activator]
CC1(C)Nc2ccc(O)cc2-c2c1ssc2=S,16%,-3%
CN1C(=O)COc2ccc(C(=O)c3oc4ccccc4c3-c3cnc4c(c3)COc3ccccc3-4)cc21,8%,2%
O=C1CC(c2ccccc2)CC(O)=C1C=NCCCN1CCOCC1 (stereo not given),5%,1%
COc1ccc(C=C(C(C)=O)C(C)=O)cc1OC,-10%,-16%
CC(O)(C#CCN1CCCCC1)c1ccccc1 (stereo not given),1%,-9%
CCOC(=O)C(CC)Sc1ncnc2nc[nH]c12 (stereo not given),31%[activator],-1%
COc1ccc(C2NC(=O)NC(C)=C2C(C)=O)cc1 (stereo not given),13%,3%
CCc1nnc(NC(=O)CSc2nnc(-c3ccccc3OC)n2-c2ccccc2)s1,8%,-1%
COc1ccc(NC2=C(Cl)C(=O)N(CCc3ccccc3)C2=O)cc1,-6%[1.84 µM],-18%
c1ccc2c(c1)OCC(CNc1ncnc3sccc13)O2 (stereo not given),0%,-4%
CCCN(CCC)C(=O)c1ccccc1C(=O)N(CCC)CCC,-10%,1%
O=C1CCCN1c1cccc(Br)c1,-5%,-1%
O=C1CC(C2CCCO2)C(=O)N1c1ccccc1 (stereo not given),20%,-5%
CCOc1nc(C)ccc1-c1noc(-c2ccncc2)n1,10%,6%
Cc1ccc(/C=N/NC(=O)CSc2nnc(-c3ccccc3)n2-c2ccc(Cl)cc2)o1,-20%,-12%
COC(=O)c1sc(NC(=O)c2ccoc2C)nc1C,-5%,0%
Cc1c(C#N)c2ccccc2n1CC(=O)NCc1ccccc1,4%,6%
COc1ccc(N=Cc2nc(-c3ccco3)oc2O)cc1,-11%,-9%
O=C(COc1ccc(S(=O)(=O)NCc2ccccc2)cc1)N1CCOCC1,-2%,4%
O=C(COc1ccccc1)NNC(=S)NC(=O)c1ccc(Cl)cc1Cl,-17%,-7%
Cc1ccc(-c2noc(COc3ccc4c(c3)OCO4)n2)cc1,4%,11%
CCOC(=O)CCCOC(=O)c1ccc(S(=O)(=O)N(C)C)cc1,-1%,0%
Cc1ccc(C(=O)N2CCC(C(=O)NCc3cccnc3)CC2)cc1,-4%,-10%
O=C(CNC(=O)c1ccc(Cl)cc1)OCc1nc2ccccc2s1,6%[1.84 µM],4%
CCNC(=O)CC1SC(=Nc2cccc(Cl)c2C)N(C)C1=O (stereo not given),-20%,-17%
Cc1cccc(C)c1NC(=O)CSc1nnc(Cc2ccccc2)o1,5%,-5%
COc1ccc(-c2nnc3c4ccccc4c(C)nn23)cc1S(=O)(=O)N1CCN(CCO)CC1,2%,1%
CCn1c(CNC(=O)c2ccccc2)nnc1SCC(=O)N1CCN(c2ccccc2)CC1,6%,2%

# Complete entries, looked up by structure.
# Record of `COc1ccc(N=Cc2nc(-c3ccco3)oc2O)cc1` : p53null 39C tox: -11%; p53null 32C kill: -9%
# Record of `Cc1cc(C)n(C(=O)CCCCCCCC(=O)n2nc(C)cc2C)n1` : p53null 39C tox: -8%; p53null 32C kill: -2%

# The list goes on:
SMILES,p53null 39C tox,p53null 32C kill
COc1cc(C)c(C(C)C)cc1S(=O)(=O)n1ccnc1,-3%,6%
C=CCn1c(SCCC(=O)O)nnc1-c1cccs1,-14%,0%
CCCc1cc(O)c2c(C)cc(=O)oc2c1,5%,2%
CCOc1ccc(CCNC(=O)c2cccnc2N2CCCC2)cc1OCC,6%,7%
CCOC(=O)c1nnn(-c2ccc(OC)cc2)c1N,-12%,-8%
CCCCSc1ncc(C(=O)OCC)c(N)n1,19%,-9%
CN1CCCC1CCNS(=O)(=O)c1ccc(Br)cc1 (stereo not given),-14%,-27%
Cc1ccc(/C=N/N2CCN(C3c4ccccc4-c4ccccc43)CC2)s1,31%[1.84 µM],5%
O=C(N/N=C/c1cccs1)c1cc(-c2cccc3ccccc23)n[nH]1,-17%,7%
CCC(=O)Nc1nnc(SCc2ccc(F)cc2)s1,16%,6%
CCOC(=O)c1cc2oc(C(c3nnnn3C3CCCCC3)N3CCOCC3)cc2[nH]1 (stereo not given),-2%,-12%
CCOC(=O)CSc1nnc2cc(C)c3ccccc3n12,7%,4%
Cc1cc(NC(=O)CN2C(=O)CC(c3ccco3)Sc3ccccc32)no1 (stereo not given),7%,5%
O=S(=O)(c1ccc2c(c1)nc1n2CCC1)N1CCOCC1,-5%,-8%
O=C(NC1CCCCC1)C(c1cccs1)N(C(=O)c1ccco1)c1ccc2c(c1)OCCO2 (stereo not given),-5%,-7%
Cc1c(C(=O)c2ccc(Cl)c(Cl)c2)cnc2cc3c(cc12)OCO3,8%,4%
CCOc1ccc(NC(=O)c2cnccn2)cc1,?,?
O=C1c2oc3ccc(Cl)cc3c(=O)c2C(c2ccco2)N1CCN1CCOCC1 (stereo not given),-8%,0%
C=CCn1c(CCCNC(=O)CCC)nc2ccccc21,9%,7%
CCc1cccc(NC(=O)Cn2cc3c(n2)CCCC3)c1,2%,-6%
O=C(c1ccc(-n2cnnn2)cc1)N1CCCCC1,-3%,-7%
CCN(CC)c1ccc(C=Nc2ccc(C)cc2)c(O)c1,-5%,2%
CC(/C=C/c1ccc(O)cc1)=N/O,-12%,11%
COc1cccc(/C=C2/CN(C)CC3=C2OC(N)=C(C#N)C3c2cccc(OC)c2)c1 (stereo not given),-16%,-14%
